Epigenetic derep – epigenetic control regulation, reporter derepression | murine LDR cells, GFP reporter derepression, 30 h | Potency, µM (titrated, usually from 53.9 µM), for inactives: top-dose GFP activation, hits mostly activators | hit rate 0.2% among 280,000 | AID 1865; further: potency means the concentration at half of the fitted maximal effect; % of control where 0% means no effect; nearly all actives have a fitted effect of over 60% in size
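GFP-positive cell count by laser-scanning cytometry (objects 20–120 um) after 30 h, 37 C compound exposure of murine LDR cells; reporter is CMV-GFP integrated at a silenced locus, inducible by HDAC or DNMT inhibitors.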
LMNA splice mod – changes lamin A minigene splicing in HeLa cells; HeLa LMNA splicing GFP/RFP minigene ratio, 48 h; Potency, µM (series often up to 46.1 µM), for the others: at the highest dose ratio change, negative = inhibition, actives largely listed as inhibitors; hit rate 0.01% among 200,000; AID 1487; active means well fitted inhibition curve with a large enough effect in the signal ratio, with a control signal flat, not every such curve was filed as active; inconclusive means small, poorly fitted or top-dose-only effect, or effect the other way, or a change in a side signal; the % refers to the signal ratio; further: potency means the concentration at half of the fitted maximal effect; on the % scale 0 is the no-effect control and ±100 the full control effect
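S3 HeLa stable clones carrying a lamin A-EGFP splicing minigene plus DsRed2 were seeded at 600 cells/well in Opti-MEM with 2% FBS, pin-dosed and incubated 48 h at 37°C. Acumen cytometry (488 nm) gave the GFP/RFP total-intensity ratio.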
GLA spleen mod – inhibits or activates alpha-galactosidase in human spleen homogenate; human spleen homogenate, 4MU-alpha-Gal fluorescence, 40 min; Potency, µM (titrated, usually from 80 µM), for the others: top-dose activity change, negative = inhibition, usual class: inhibitors; hit rate 0.008% among 240,000; AID 2107;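 further: potency means the concentration at half of the fitted maximal effect; 0% = enzyme with vehicle and -100% = no enzyme basal signal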
Target sequence (P06280 32-429 limits assumed): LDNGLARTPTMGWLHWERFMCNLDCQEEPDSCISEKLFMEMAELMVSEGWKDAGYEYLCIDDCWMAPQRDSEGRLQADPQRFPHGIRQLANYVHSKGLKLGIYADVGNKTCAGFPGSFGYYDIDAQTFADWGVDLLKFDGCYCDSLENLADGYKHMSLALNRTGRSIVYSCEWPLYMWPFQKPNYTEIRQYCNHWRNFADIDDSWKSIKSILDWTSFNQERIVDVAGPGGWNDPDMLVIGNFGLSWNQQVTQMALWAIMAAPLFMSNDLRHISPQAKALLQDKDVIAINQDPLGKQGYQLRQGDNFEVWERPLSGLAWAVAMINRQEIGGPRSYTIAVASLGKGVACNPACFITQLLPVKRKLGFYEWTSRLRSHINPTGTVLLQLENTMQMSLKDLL
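Inhibition or activation of alpha-galactosidase in human spleen homogenate is scored by 4-MU fluorescence after 40 min at 37C, pH 5.0, with 1 mM substrate. AC50s come from concentration-response fitted to the Hill equation.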
IMPase Li inh – membrane-permeable IMPase blocker, potentiated with lithium | Potency, µM (series often up to 59.4 µM), for the others: at the highest dose activity, negative = IMPase inhibition, most hits filed as inhibitors | CHO-M1 cells, IP1 TR-FRET (IP-One), carbachol + lithium | AID 1457 | hit rate 0.35% among 210,000;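 further: IP1 builds up when IMPase is blocked and the TR-FRET signal falls; potency means the concentration at half of the fitted maximal effect; plate controls were basal vehicle for no effect and high inhibitor control for full effect; nearly all actives have a fitted effect of over 50% in size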
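IP1 accumulation measured by competitive TR-FRET in lysed CHO-M1 cells after 30 min compound exposure at 37C, with a small lithium addition to potentiate weak responses. Hill-equation AC50 from ratio and donor-channel data.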
CBFb RUNX1 block – inhibitors of human CBF-beta and RUNX1 interaction; Potency, µM (doses to about 59.8 µM), inactives show top-dose activity, negative = inhibition, most hits filed as inhibitors; AlphaScreen CBFb-His/RUNX1-biotin binding, biochemical; AID 1477; 230,000 tested, under 10 active; Q01196+Q13951; further: % of control where 0% means no effect
Target sequence (Q01196 whole entry, looked up): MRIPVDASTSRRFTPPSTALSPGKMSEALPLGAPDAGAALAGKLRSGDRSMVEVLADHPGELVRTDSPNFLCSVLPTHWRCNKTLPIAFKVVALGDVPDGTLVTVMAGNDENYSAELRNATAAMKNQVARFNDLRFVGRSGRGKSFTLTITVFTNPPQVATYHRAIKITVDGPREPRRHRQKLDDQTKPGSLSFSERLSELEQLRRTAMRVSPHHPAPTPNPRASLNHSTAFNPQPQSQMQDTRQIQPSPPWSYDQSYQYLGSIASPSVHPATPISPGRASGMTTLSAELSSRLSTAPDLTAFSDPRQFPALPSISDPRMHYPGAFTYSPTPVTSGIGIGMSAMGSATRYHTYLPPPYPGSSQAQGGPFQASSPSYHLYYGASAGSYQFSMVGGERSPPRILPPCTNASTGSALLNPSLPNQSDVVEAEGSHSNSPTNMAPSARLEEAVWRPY
Target sequence (Q13951 whole entry, looked up): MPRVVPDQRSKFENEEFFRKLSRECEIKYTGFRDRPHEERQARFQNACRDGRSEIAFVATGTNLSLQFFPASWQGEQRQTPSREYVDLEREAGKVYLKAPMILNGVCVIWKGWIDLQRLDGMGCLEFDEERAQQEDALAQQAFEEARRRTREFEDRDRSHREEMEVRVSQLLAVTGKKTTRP
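AlphaScreen binding: CBFb-His and RUNX1-biotin (30 nM each) preincubated 20 min, compound added for 15 min, then nickel and streptavidin beads for 90 min, all at room temperature. Disruption of the interaction by any mechanism counts as activity.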
NPSR antag – blocks cAMP signaling of the human neuropeptide S receptor; hit rate 1% among 220,000; CHO-NPSR cells, cAMP TR-FRET, antagonist mode; Potency, µM (titrated, usually from 38.3 µM), for inactives: at the top dose activity change, negative = inhibition, most hits filed as inhibitors; further: potency means the concentration at half of the fitted maximal effect; on the % scale 0 is the no-effect control and ±100 the full control effect; nearly all actives have a fitted effect of over 50% in size; many of its hits are not listed in these tables
Luc counter – blocks Kinase-Glo luciferase, a counter-screen artifact. Kinase-Glo luciferase, ATP luminescence, 8 min. Potency, µM (titrated, usually from 38.3 µM), without a hit: at the highest dose activity change, negative = inhibition, most hits filed as inhibitors. hit rate 0.28% among 200,000; further: potency means the concentration at half of the fitted maximal effect; on the % scale 0 is the no-effect control and ±100 the full control effect; nearly all actives have a fitted effect of over 60% in size
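Inhibition of Kinase-Glo luciferase light generation was assessed at 10 uM ATP in pH 7.2 imidazole buffer, with luminescence measured after eight minutes at ambient temperature.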
Starred values were filed as active, the others as inactive; ? = inconclusive; nt = not tested or not shown; & = joins results of further samples; [ ] = dose if it differs, or a comment. Unless noted, the call rests on the fitted dose curve; in most records, active means well fitted curve in the direction sought with a large enough effect; inconclusive means small, poorly fitted or top-dose-only effect, or another doubt; inactive means no such curve, though single readings can be large; an effect the other way counts as inactive or inconclusive. This is a subset; rates above refer to the full screens.

Order of results: Epigenetic derep | LMNA splice mod | GLA spleen mod | IMPase Li inh | CBFb RUNX1 block | NPSR antag | Luc counter
COC(=O)CCCCCN1C(=O)NC(c2ccccc2)C(C(=O)OCc2ccccc2)=C1C (centres undefined)
→ 3.1%&1.0% | ? | -3.9%&-12.4% | 14.8%&-23.0% | -4.1%[2.36 µM] | -13.7% | -0.4%&-4.7%
O=C(O)c1ccccc1CSc1ncn[nH]1
→ -1.0% | -4.5% | -9.5% | 28.0%[38.3 µM] | 2.9% | 8.3%[46.1 µM] | -3.3%
OC(Cn1nnc2ccccc21)Cn1c(C(F)(F)F)nc2ccccc21 (centres undefined)
→ 0.4% | 5.0% | -0.7% | -3.1%[38.3 µM] | 1.1% | -9.9%[46.1 µM] | -0.6%
CCCCN(CCCC)C(=O)/C=C/c1cccc([N+](=O)[O-])c1
→ -0.9% | -14.9% | -2.6% | 12.9% | 15.0% | ? | 8.6%
CCCS(=O)(=O)N1CCCC(C(=O)NCc2ccco2)C1 (centres undefined)
→ -0.4% | 27.5% | 5.9% | -2.0%[38.3 µM] | -5.4% | -3.5%[46.1 µM] | -2.0%
COCCN=C1NN=C(c2ccc(C)c([N+](=O)[O-])c2)CS1
→ 1.7% | -6.4%[46 µM] | 7.9% | 7.8% | -7.9% | 7.7% | -1.1%
CCc1nccn1S(=O)(=O)c1ccc(OC)c(C)c1C
→ 1.0% | 0.6% | 6.1% | 16.2%[38.3 µM] | 5.3% | 8.4%[46.1 µM] | 2.8%
O=C1OCCN/C1=C\C(=O)c1ccccc1
→ 1.5% | nt | 0.4% | nt | 1.3% | -18.3% | nt
O=c1c2ccccc2nnn1CSc1nnnn1-c1ccc(O)cc1
→ 1.4% | -13.2%[46 µM] | 7.7% | 11.2% | 6.7% | 4.2% | 1.9%
O=C(N/N=C/c1c[nH]c2ccc(Br)cc12)c1ccccn1
→ -3.0% | nt | -0.2% | -4.4% | 9.8% | -25.2% | 0.6%
CCOC(=O)c1oc2ccccc2c1NC(=O)Cc1cccs1
→ -1.0% | 8.0% | 0.6% | nt | 2.9% | -15.3%[46.1 µM] | nt
CCOC(=O)CCN1C(=O)[C@H]2[C@H]3[C@H](O)[C@H](O)C/C(=N/O[C@@H]4O[C@@H](COC(C)=O)[C@@H](OC(C)=O)[C@@H](OC(C)=O)[C@H]4OC(C)=O)[C@@H]3CC[C@@H]2C1=O
→ 0.0%[10.1 µM] | nt | 5.8%[17.5 µM] | nt | 24.4%[13.1 µM] | nt | nt
CC1(C)Cc2ccccc2C(NNC(=O)c2ccncc2)=N1
→ -0.9% | 4.2% | 7.7% | -7.0%[38.3 µM] | -1.2% | -3.5%[46.1 µM] | 0.8%
COc1ccc(CO/N=C/c2c(C)[nH]c(=O)[nH]c2=O)cc1
→ -0.9% | -12.2% | 7.7% | -5.2%[38.3 µM] | 1.0% | -4.8%[46.1 µM] | -0.2%
COC(=O)CSc1nnc(CNC(=O)c2ccccc2OC)n1-c1ccc(OC)cc1
→ -5.4% | -0.6% | -3.0% | -5.4%[38.3 µM] | -2.8% | -7.9%[46.1 µM] | -2.1%
CCOc1ccccc1N1CCN(C(=O)C(F)(F)F)CC1
→ 2.8% | 15.3% | 0.7% | 16.0%[38.3 µM] | -0.1% | -3.8%[46.1 µM] | -2.9%
C#CCOCCOCCOCCNc1nc(N2CCN(C(=O)Cn3cc(CCCN=C(N)N)nn3)CC2)nc(N2CCN(C(=O)[C@H](C)n3cc(CCCN=C(N)N)nn3)CC2)n1
→ 1.9% | -3.6% | -0.4% | 3.4% | 0.2%[2.36 µM] | 8.9% | 1.8%
CC(C)C(NC(=O)C1CCCCC1)C(=O)NCc1ccccn1 (centres undefined)
→ -2.0% | -2.7% | -0.8% | -14.4%[38.3 µM] | 4.7% | -2.2%[46.1 µM] | -1.7%
Cc1ccc(CNC(=O)C23CN(Cc4ccccc4)CC2C(c2cccc([N+](=O)[O-])c2)=NO3)cc1 (centres undefined)
→ -0.9% | -7.5% | -4.5% | -6.8% | -4.1% | -3.5%[46.1 µM] | 2.2%
COc1ccc2oc(C(=O)c3ccccc3)c(N)c2c1
→ -0.9% | 3.4% | 4.3% | 0.5%[38.3 µM] | 11.6% | -18.3%[46.1 µM] | -2.0%
CN(Cc1nc(-c2cnccn2)no1)Cc1n[nH]c2c1CCCCC2
→ -5.3% | nt | 9.6% | nt | -6.6% | -0.7% | nt
CN(C)c1ncc(S(=O)(=O)c2ccccc2)c(-c2ccc(Cl)cc2Cl)n1
→ -1.2% | 16.9% | -5.3% | 15.8%[38.3 µM] | 5.8% | -26.6%[46.1 µM] | -1.2%
CCCCOCCCNC(=O)Cc1ccccc1OC
→ -0.6% | 3.1% | -0.4% | -3.6%[38.3 µM] | -0.7% | ? | 11.3%
O=C(N/N=C/C=C/c1ccc([N+](=O)[O-])cc1)C1COc2ccccc2O1 (centres undefined)
→ -1.0% | -23.4% | -4.7% | 14.2% | 1.0% | -8.2% | -2.0%
O=C1C=C(c2ccccc2)CCC1
→ 1.1% | nt | -3.2% | 12.3% | 2.4% | nt | -0.3%
Cc1cc(C)cc(OCC(=O)NNC(=O)CCC(=O)NCc2ccccc2)c1
→ 2.0% | -1.3% | 2.9% | 1.0% | -1.3% | 9.3%[46.1 µM] | -1.2%
CC(C)c1ccc(/C=C2\Oc3c(ccc(O)c3CN3CCN(C)CC3)C2=O)cc1
→ -6.2% | 15.0%[9.22 µM] | -4.9% | 2.2% | 4.7% | 10µM* | 0.5%
Cc1ccc(S(=O)(=O)N2CCC(NC(=O)c3ccccc3)CC2)cc1
→ 6.8% | nt | 4.0% | -0.1% | -1.8% | -12.2% | -0.3%
O=C(Nc1c[nH]c(=O)[nH]c1=O)c1ccc([N+](=O)[O-])cc1
→ 0.5% | nt | 5.6% | -3.8% | 15.9% | 8.1% | -0.4%
CCC(C)NC(=O)c1c(N)n(/N=C/c2ccccn2)c2nc3ccccc3nc12 (centres undefined)
→ -0.2% | -1.7% | 0.3% | nt | -9.5% | -14.2%[46.1 µM] | nt
COc1ccc(C(F)(F)F)cc1N/C=C\c1nnnn1-c1ccc(C)cc1
→ 6.9% | 2.8% | -4.0% | 11.1%[38.3 µM] | 12.2% | -11.0%[46.1 µM] | -2.6%
CCCn1c2c(c(O)c(C(=O)Nc3ncccc3C)c1=O)CCCC2
→ -6.0% | -6.6% | -5.7% | nt | 5.3% | -7.1%[46.1 µM] | nt
Cc1ccc(Cl)cc1NC(=O)Nc1cccs1
→ -0.1% | ? | 3.7% | 3.8% | -5.8% | -0.8% | -2.2%
CCCc1c(C)[nH]c2ccc(C(=O)O)cc2c1=S
→ 1.4% | nt | -19.0% | nt | nt | -18.5% | nt
CCc1nnc(NS(=O)(=O)c2ccc(NC(=S)NC(=O)c3ccc(OC)c(OC)c3)cc2)s1
→ -1.1% | 2.6% | -0.2% | 3.5% | 6.0% | -11.5% | 5.1%
COCCN1C(=O)c2ccccc2C(C(=O)NCCCN2CCCC2=O)C1c1c[nH]c2ccccc12 (centres undefined)
→ 0.0% | -5.4% | -3.2% | 7.2% | 2.2% | 7.9%[46.1 µM] | -1.4%
O=C(Nc1nnc(CC(=O)N2CCOCC2)s1)c1cccs1
→ 2.7% | 19.1% | -3.8% | 3.7%[38.3 µM] | 13.4% | -5.1%[46.1 µM] | -0.5%
O=C1C=C(O)c2cccc(O)c2C1=O
→ 0.0% | nt | -16.4% | nt | nt | -10.6% | nt
O=C(CCN1C(=O)/C(=C/C=C/c2ccccc2)SC1=S)Nc1nccs1
→ 2.4% | 19.4% | 7.9% | -3.5%[38.3 µM] | 4.1% | -6.2%[46.1 µM] | -6.0%
COc1ccc(OC)c(NC(=O)CC2SC(=N)N(c3ccccc3)C2=O)c1 (centres undefined)
→ 0.0% | nt | 4.1% | 4.5% | 4.3% | -2.4% | 0.0%
O=C(Nc1ccccc1)OC1CCC2CC1CCC2OC(=O)Nc1ccccc1 (centres undefined)
→ -1.8% | ? | -10.4% | ? | -4.6% | -44.8% | -4.5%
CCCCCOCC1CC(C/C(C)=N/NC(N)=O)(C(=O)OCC)C(=O)O1 (centres undefined)
→ 1.1% | nt | -22.5% | nt | 4.2% | -16.1% | nt
COC(=O)C(C(=O)OC)C(C[N+](=O)[O-])c1ccc(OC)cc1 (centres undefined)
→ -2.0% | 5.2%[0.0737 µM] | 7.2% | 6.6%[38.3 µM] | 0.2% | -3.1%[46.1 µM] | -0.8%
CC(C)Sc1nc(N2CCOCC2)c2c(c1C#N)CC(C)(C)N(C)C2
→ 0.8% | -5.2% | -4.2% | 12.4%[38.3 µM] | -4.3% | 10.4%[46.1 µM] | -0.9%
O=C(NCCO)c1cccc2c1-c1ccccc1C2=O
→ -1.3% | -4.9% | 0.0% | -9.6% | 6.3% | 0.2% | -6.7%
Cc1nn(Cc2c(F)c(F)c(F)c(F)c2F)c(C)c1NC(=O)c1cccc(COc2ccc(Cl)cc2)c1
→ 2.3% | -3.6% | -4.7% | 13.9%[38.3 µM] | 0.5% | -28.5%[46.1 µM] | -2.6%
CC(=O)c1ccc(-n2nncc2-c2ccc([N+](=O)[O-])cc2)cc1
→ -0.4% | 1.8%[46 µM] | -8.8% | 6.0% | -4.5% | 1.3% | -5.8%
O=C(c1ccc(F)cc1)N1CCOCC1
→ 0.1% | -12.6%[46 µM] | 1.5% | 7.4% | -1.0% | -14.0% | -1.9%
O=C(C(Sc1ccccc1)c1ccccc1)N1CCN(c2ccccc2F)CC1 (centres undefined)
→ -2.2% | ? | ? | 15.1%[38.3 µM] | 13.9% | ? | -0.5%
O=C(NCc1ccco1)c1cc([N+](=O)[O-])ccc1Cl
→ -6.7% | ? | -1.3% | 1.6% | -3.2% | 9.0% | 2.5%
O=C(Cn1cc(C(F)(F)F)ccc1=O)N/N=C/c1ccc(O)cc1
→ -2.0% | nt | 5.5% | nt | 1.4% | 0.1% | nt
Cc1ccc(/C=N/NC(=O)c2cc(C3CC3)nc3ccccc23)o1
→ 1.0% | ? | -3.3% | 1.8% | 2.0% | 14.0% | 3.2%
Cc1cccc(-c2cc3nc(C)cc(NCCCn4ccnc4)n3n2)c1
→ 0.7% | -13.7% | 5.8% | 24.2%[38.3 µM] | ? | -16.7%[46.1 µM] | -3.3%
O=C(Nc1ccc(F)c(Cl)c1)N1CCCC1
→ -0.2% | nt | -0.7% | -0.3% | 4.0% | -38.2% | nt
CCCCCCCCNC(=O)/C(C#N)=C/c1ccc2c(c1)OCCO2
→ -1.1% | -5.6% | -0.1% | 10.4% | 0.0% | -13.6% | 2.2%

From PubChem BioAssay
